NPY-Y2 PAM-ag: potentiates or activates human NPY-Y2 receptor | activation, % at 3.6 µM | 220,000 compounds, 0.45% hits | cells expressing NPY-Y2, potentiator/agonist read-out | P49146 | AID 1359; in the data active = activation above about 27%;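 also: cells stimulated with NPY near EC25 plus isoproterenol at EC100; 0% = vehicle plus submaximal agonist and 100% = vehicle plus saturating agonist; some results beyond the cut were filed as inactive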
Runt-CBFb FRET: inhibitors of human RUNX1 Runt domain binding to CBFb; 220,000 compounds, 0.46% hits; inhibition, % at 20 µM; Cerulean-Runt/Venus-CBFb FRET ratio 530/480, 1 h; Q01196+Q13951;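 active = inhibition over about 50% at 20 µM in the single-dose screen, limit read from the data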;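 also: 0% = DMSO wells and 100% = excess unlabeled CBFb competitor control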
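Measured by: fluorescence energy transfer, 422 nm excitation, 530/480 nm emission; Assay system: Cerulean-Runt domain; Medium: Tris pH 7.5 buffer with BSA; Measure: loss of energy transfer signal; Controls: 5 µM unlabeled CBFb as full-inhibition high control; Incubation: protein complex preformed 1 h, compound exposure 1 h, room temperature, dark.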
NPY1 pot ag: human NPY-Y1 potentiation or agonism, primary screen | P25929 | NPY-Y1 expressing cells, potentiator/agonist activation | activation, % at 3.6 µM | 220,000 compounds, 0.37% hits | AID 1304; in the data active = activation above about 33%, passing the limit was not always enough;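 also: cells stimulated with NPY at EC10 then isoproterenol at EC100; 0% = low agonist plus stimulus and 100% = saturating agonist plus stimulus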
Mdm2 ligase inh: inhibitors of human Mdm2 E3 ubiquitin ligase; Q00987; cell-based MDM2 ubiquitination luciferase reporter, 2 h; 0 = plate control, 100 = twice control, blank-subtracted; signal enhancement, % at 5 µM; 210,000 compounds, 0.11% hits;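 active = signal enhancement of 30% or more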;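 also: luminescence tracks abundance of the self-degrading MDM2-luciferase fusion protein; higher signal means inhibition of MDM2 E3 ligase activity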
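Timing – 2 h compound exposure at 37 °C · Assay system – mammalian cells stably expressing self-ubiquitinating, self-degrading MDM2 E3–luciferase fusion · Amount – 2000 cells seeded into each well · Measure – % luminescence enhancement versus blank-corrected plate control mean · Measured by – SteadyLite luminescence, 15 min reagent step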
RBBP9 inh: inhibitors of human serine hydrolase RBBP9; 220,000 compounds, 0.2% hits; recombinant RBBP9, FP-Rh probe fluorescence polarization; O75884; inhibition, % at 7.94 µM;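 active = inhibition above the campaign mean of all tested compounds plus 3 SD, cut at about 14% in these data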;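 also: plate controls were DMSO wells with RBBP9 for no effect and wells lacking RBBP9 protein for full effect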
Target sequence (O75884 whole entry, looked up): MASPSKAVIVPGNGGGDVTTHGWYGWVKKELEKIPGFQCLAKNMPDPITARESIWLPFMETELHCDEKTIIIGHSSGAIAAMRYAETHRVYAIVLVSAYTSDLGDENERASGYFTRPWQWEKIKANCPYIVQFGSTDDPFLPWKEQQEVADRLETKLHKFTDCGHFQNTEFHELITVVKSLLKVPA
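Test system: recombinant human RBBP9; Timing: 30 min then 45 min, 25 °C; Detection: fluorescence polarization; Control set: RBBP9 with DMSO as uninhibited control, no-protein wells as full inhibition; Compound dosing: one concentration, 7.94 µM nominal, 0.794% DMSO; Probe or stimulus: FP-Rh activity-based probe, 375 nM before mixing.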
p97 inhibitor: blocks human p97 ATPase activity; P55072; recombinant p97 ATPase, Kinase-Glo ATP luminescence, 3 h; inhibition, % at 8 µM; 220,000 compounds, 0.42% hits; AID 1481; in the data active = inhibition above about 15%;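 also: 0% = DMSO vehicle and 100% = wells lacking enzyme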
Target sequence (P55072 whole entry, looked up): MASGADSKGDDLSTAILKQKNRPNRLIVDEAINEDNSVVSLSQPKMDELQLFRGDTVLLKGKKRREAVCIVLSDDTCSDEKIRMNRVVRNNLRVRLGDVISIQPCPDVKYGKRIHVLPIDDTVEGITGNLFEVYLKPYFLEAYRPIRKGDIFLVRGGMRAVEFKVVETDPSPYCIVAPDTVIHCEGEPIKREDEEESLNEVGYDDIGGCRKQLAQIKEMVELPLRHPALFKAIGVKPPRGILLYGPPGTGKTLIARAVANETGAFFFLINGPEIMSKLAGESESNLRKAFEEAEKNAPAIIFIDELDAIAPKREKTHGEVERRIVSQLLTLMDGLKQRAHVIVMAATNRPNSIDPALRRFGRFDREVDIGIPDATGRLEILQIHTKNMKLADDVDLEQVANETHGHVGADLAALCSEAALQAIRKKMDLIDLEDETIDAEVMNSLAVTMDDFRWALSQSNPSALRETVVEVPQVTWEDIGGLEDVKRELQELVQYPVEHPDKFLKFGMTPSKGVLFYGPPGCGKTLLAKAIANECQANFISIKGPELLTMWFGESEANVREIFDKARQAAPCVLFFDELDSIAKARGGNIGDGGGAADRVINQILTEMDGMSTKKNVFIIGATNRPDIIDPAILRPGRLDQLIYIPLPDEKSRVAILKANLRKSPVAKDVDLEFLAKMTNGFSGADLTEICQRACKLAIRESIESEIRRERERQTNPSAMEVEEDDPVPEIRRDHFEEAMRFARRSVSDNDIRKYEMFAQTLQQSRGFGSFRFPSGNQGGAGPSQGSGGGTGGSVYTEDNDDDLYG
Hck-Nef inh: blocks Nef-activated human Hck kinase; Recombinant Hck-YEEI plus Nef, Z-Lyte FRET kinase assay; inhibition, % at 20 µM; 220,000 compounds, 0.68% hits; P08631;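 active = Hck-Nef kinase inhibition above about 50%, limit read from the data; inactive = inhibition below that limit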;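 also: 0% = DMSO with Hck plus Nef and 100% = Hck alone without Nef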
NPY-Y1 antag: NPY-Y1 (human) receptor antagonism; inhibition, % at 3.6 µM; 200,000 compounds, 1% hits; P25929; HEK293-CNG Y1 cells, membrane potential fluorescence; NPY at EC95, then isoproterenol;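 active = inhibition above the campaign mean inhibition of all tested compounds plus 3 SD, cut at about 20% in these data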;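 also: 0% = DMSO wells given NPY plus isoproterenol and 100% = isoproterenol alone without NPY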
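Material: Y1- and CNG-channel-expressing HEK293 cells / Probe or stimulus: NPY 25 nM then isoproterenol 1 µM plus Ro 20-1724 25 µM / Doses: 3.6 µM single dose, DMSO 0.4% / Schedule: compound incubation 1 h at room temperature, readout 45 min post-stimulation / Signal: membrane potential fluorescence / Benchmarks: isoproterenol-only wells as full block versus NPY-plus-isoproterenol wells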
Runt-SMMHC FRET: inhibitors of human RUNX1 Runt domain binding to CBFb-SMMHC; inhibition, % at 20 µM; 220,000 compounds, 0.74% hits; Cerulean-Runt/Venus-CBFb-SMMHC FRET ratio 530/480, 1 h; AID 1434; Q01196+Q13951;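 active = mean inhibition across duplicate retests at 20 µM reaching about 50%, limit read from the data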;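 also: 0% = DMSO wells and 100% = wells with excess untagged CBFb-SMMHC; inhibitors lower the FRET ratio by blocking Runt binding to CBFb-SMMHC; some results filed as inactive read as strong as hits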
Numbers without * were called inactive; . = no result given.

Results follow in this order: NPY-Y2 PAM-ag	Runt-CBFb FRET	NPY1 pot ag	Mdm2 ligase inh	RBBP9 inh	p97 inhibitor	Hck-Nef inh	NPY-Y1 antag	Runt-SMMHC FRET
CC(=O)c1ccc(NC(=O)C2(c3ccccc3)CCOCC2)cc1
 : 14	-3	-4	-1	5	5	1	0	-4
CC(C)C[C@H](N)c1nnc(S(=O)(=O)Cc2ccc(F)cc2)o1
 : 6	-5	-2	5	3	3	-22	-3	-3
O=C(O)C1CC=CCC1C(=O)NCc1ccccc1 (centres undefined)
 : -8	-2	1	-2	-4	-2	-1	0	0
CCc1ccccc1NC1c2ccccc2C(=O)N1Cc1ccco1 (centres undefined)
 : 5	2	-8	-9	-6	0	4	14	4
CC1CN(c2ccc(S(=O)(=O)N3CCCC3)cn2)CC(C)O1 (centres undefined)
 : -11	0	30	-5	-9	6	16	.	0
Cc1ccccc1-c1noc(-c2ccccc2C(=O)N2CCCC2)n1
 : 3	0	24	-27	-7	-12	5	6	-1
O=C(Nc1ccccc1N1CCCC1)c1ccc(Cl)cc1Cl
 : -30	0	-9	13	-4	1	18	9	6
CCCCOP(=O)(OCCCC)C(O)c1ccc(F)cc1 (centres undefined)
 : 12	-3	5	-8	-4	-1	18	.	1
COc1ccc(-c2csc(Cc3nnc(N4CCOCC4)n3-c3ccccc3)n2)cc1
 : 10	-2	4	-23	-4	4	-1	7	0
O=C(O)CCNC(=S)Nc1cccc(F)c1
 : -1	-2	10	-4	-1	4	14	.	1
NNc1nc2sc3c(c2c(=O)n1C1CCCCC1)CCN(Cc1ccccc1)C3
 : -1	74*	9	-19	-3	3	0	.	54*
CCC(C)NCCCOc1ccc(Cl)cc1C(C)(C)C (centres undefined)
 : -6	-2	1	13	-7	-6	-1	7	0
Cc1ccc(C(c2sc3nc(C)nn3c2O)N2CCN(CCO)CC2)cc1 (centres undefined)
 : .	0	.	-16	.	.	26	.	0
COc1ccc(OCCSc2nnc(-c3cccnc3)n2N)cc1
 : -1	-1	-21	-88	7	-6	1	2	-1
CSc1nsc(SCC(=O)Nc2ccc(OC(C)=O)cc2)n1
 : 10	0	-5	-31	-4	2	-1	-3	-7
COC(=O)CCC(=O)NC(=S)Nc1sc(C)c(C)c1C(N)=O
 : -10	26	-15	-10	-13	-1	-1	14	-2
COc1ccccc1NC(=O)Nc1ccc(-n2ccc(C(F)(F)F)n2)cc1
 : 32	0	55*	-7	-4	5	2	.	1
CC1CCc2c(sc(N)c2C(N)=O)C1 (centres undefined)
 : 11	10	-6	-15	4	6	1	4	4
COc1cccc(/C=N/n2nnc3c(cnn3-c3ccccc3)c2=O)c1
 : 13	2	6	4	-1	3	1	9	-1
COc1ccc(C(=O)SC2=NCCS2)cc1OC
 : 3	-1	-5	-8	-1	2	2	-8	-1
CC1=C(C(=O)Nc2ccc(C)cc2C)C(c2cccc([N+](=O)[O-])c2)n2nc(C(=O)OC(C)C)nc2N1 (centres undefined)
 : -1	2	1	12	4	3	3	10	-5
O=C(Nc1ccc(C(=O)O)cc1)Nc1cccc([N+](=O)[O-])c1
 : 8	-1	-18	5	-5	1	2	2	3
COC(=O)c1ccc(/C=N/N2C(C)CCCC2C)cc1 (centres undefined)
 : 3	-1	-11	-8	-16	-4	16	1	-1
CCCN(C(=O)CSc1nnc(-c2ccoc2C)n1N)C1CCS(=O)(=O)C1 (centres undefined)
 : -5	3	-4	-2	-3	4	2	7	0
CCOC(=O)C1=C(C)Nc2nc(SCC)nn2C1c1ccc(OC)cc1 (centres undefined)
 : 7	1	14	-18	-8	0	2	2	-1
O=C(O)C1C(c2ccccc2)C(C(=O)N2CCOCC2)C1c1ccccc1 (centres undefined)
 : 10	-2	18	-10	-10	7	2	-6	4
COc1ccc(OCC(O)CNS(=O)(=O)c2cccc(Cl)c2)cc1 (centres undefined)
 : 4	0	-15	-5	-7	-5	0	.	-1
CC(NC(=O)CN(C)Cc1nc2ccccc2c(=O)[nH]1)c1ccccc1 (centres undefined)
 : -20	3	-21	-11	7	1	8	-1	-6
Nn1c(SCC(=O)Nc2ccc3c(c2)OCCO3)nnc1C(F)(F)F
 : -11	0	-9	-5	-2	-3	1	2	5
Cc1nc(CCNS(=O)(=O)c2cccnc2)cs1
 : 9	-2	-2	.	0	-1	2	.	-2
C=CCn1c(Cc2ccc(OC(C)C)c(Cl)c2)nnc1SCC(N)=O
 : -14	0	-21	-8	-9	-2	9	0	6
Cc1nc(SCc2nc3ccccc3[nH]2)c2oc3ccccc3c2n1
 : -15	-5	-27	-18	-13	11	2	16	-8
O=S(=O)(Nc1ccccc1N1CCCCC1)c1cccs1
 : 7	1	-3	-6	0	7	7	.	-5
COc1ccc(C=O)c(OC)c1
 : 0	-1	-9	-10	-3	0	21	-1	1
O=C(N/N=C/c1c[nH]c2c1ccc1ccccc12)c1ccc([N+](=O)[O-])cc1
 : 7	1	-9	-10	-1	6	13	3	2
Cc1c(CNC(=O)C2CC2)c(-n2cccc2)n(Cc2ccccc2)c1C
 : -1	-2	7	-8	-6	4	24	19	-3
CCCS(=O)(=O)c1nc(C)cc(C)c1S(C)(=O)=O
 : 4	1	1	-8	-5	0	25	2	3
O=C(Nc1cc(-c2nc3ccccc3s2)ccc1Cl)c1ccc2c(c1)OCO2
 : 6	-1	-8	-24	-5	2	4	1	-8
Cc1ccc(NC(=O)NCCSc2ccc(C)cc2)cc1
 : -10	-2	5	1	-4	0	17	-1	6
Cc1ccc(NC(=O)NC2CCN(S(=O)(=O)c3ccc(F)cc3)CC2)cc1
 : 4	-4	15	-10	-3	-5	-6	0	1
CCOC(=O)c1sc(NC(=S)NC(=O)c2cccc(Cl)c2)c(C(=O)OCC)c1C
 : -2	1	19	-20	-5	4	1	1	-1
Cc1nn(Cc2cccc(C(=O)N3N=C(C(F)F)CC3(O)C(F)F)c2)c(C)c1[N+](=O)[O-] (centres undefined)
 : 17	0	10	-15	-11	0	4	0	-4
O=C(CSc1ncn(-c2ccccc2)n1)Nc1ccc2c(c1)OCO2
 : -8	0	0	5	-13	2	-1	11	-1
O=S(=O)(Nc1ccc(Cc2ccncc2)cc1)c1ccc(Br)cc1
 : 0	-6	-13	-9	-2	-2	0	-1	-2
CCOc1cc(CO)cc(Br)c1OCC(=O)Nc1ccccc1C
 : 11	1	9	-6	-8	0	2	0	1
Cc1cc(-c2nc(C)c(-c3nnc(SCC(=O)Nc4cc(Cl)cc(Cl)c4)n3C)s2)no1
 : -9	1	31	-9	-8	1	8	.	-2
CCc1[nH]nc2c1C(c1cccnc1)C(C#N)=C(N)O2 (centres undefined)
 : 8	1	5	-30	1	1	0	1	0
CCC(=O)Nc1ccc(C(=O)Nc2cccc(C)n2)cc1
 : 14	0	19	4	-4	2	18	1	-4
O=C1CC(N2CCOCC2)C(=O)N1Cc1ccc(N2CCCC2=O)cc1 (centres undefined)
 : -10	2	17	-5	-7	3	1	0	0
COc1ccc(C2/C(=C(/O)c3ccccc3)C(=O)C(=O)N2CCN2CCOCC2)c(OC)c1 (centres undefined)
 : -4	1	6	-17	-7	2	2	-4	5
Cc1ccc2nc(C)/c(=N\O)c(C)nc2c1
 : 14	1	23	-3	1	0	7	2	0
COc1ccccc1CNCc1cccs1
 : -13	0	-1	-11	6	-3	1	2	-6
Cc1cccc(C)c1NC(=O)COC(=O)C1CC(=O)N(Cc2ccccc2)C1 (centres undefined)
 : -5	0	-6	-6	-3	5	-6	0	4
CCOC(=O)c1c(C)[nH]c(C(=O)Cn2c(=O)oc3ccccc32)c1C
 : -10	-4	-18	5	-6	1	-1	4	-3
CCCCc1ccc(Nc2ncccc2C#N)cc1
 : 10	-3	-16	-13	-7	3	2	4	-2
O=C(CN(CC1CCCO1)C(=O)CNS(=O)(=O)c1ccc(F)cc1)NCc1ccco1 (centres undefined)
 : 0	-1	6	-5	2	6	23	1	-4
C=C(C)CNC(=S)Nc1cccc(N)n1
 : 2	12	6	-87	-14	-4	-16	4	6
CCOC(=O)Cc1sc(N)nc1C
 : 0	2	-7	-7	-11	1	4	0	-4
CC(C)CCn1nnnc1C(c1ccc(N(C)C)cc1)N1CCN(C(=O)c2ccco2)CC1 (centres undefined)
 : -14	-9	16	16	-3	-1	2	3	2
COC(=O)/C=c1\[nH]c2nnc(C)n2c1=O
 : 2	1	0	-3	-14	6	13	.	1

(next part)
Results follow in this order: NPY-Y2 PAM-ag	Runt-CBFb FRET	NPY1 pot ag	Mdm2 ligase inh	RBBP9 inh	p97 inhibitor	Hck-Nef inh	NPY-Y1 antag	Runt-SMMHC FRET
CC(=O)Nc1c(O)nc(SC/C=C/CSc2nc(O)c(NC(C)=O)c(=O)[nH]2)[nH]c1=O
 : -3	2	13	-5	-3	4	19	2	0
CCOc1ccc(C(=O)N2CCN(c3cccc(Cl)c3)CC2)cc1
 : -3	-2	0	-12	1	-2	-9	6	0
CS(=O)(=O)c1ccc(C(=O)NC2CCOC2=O)cc1 (centres undefined)
 : 6	-7	-10	-13	-2	-3	3	3	-1
COc1cccc(-n2c(=O)n(Cc3ccccc3)c(=O)c3[nH]cnc32)c1C
 : -12	3	0	-5	-12	6	14	.	2
Nc1cc(C(=O)OCC(=O)N2CCCC2)ccc1Cl
 : 16	-2	10	-14	-2	0	0	2	3
COc1ccc(NS(=O)(=O)c2cc(NC(=O)CNC(=O)c3ccc(C)s3)ccc2Cl)cc1
 : 3	-1	-14	-9	-26	-4	2	-1	2
COc1cccc(NC(=O)N2CCC(n3nnc4ccccc43)CC2)c1
 : 6	-1	3	1	-5	1	-6	-6	2
CC(=O)c1c(C)[nH]c(C(=O)NCCc2cccc(C)c2)c1C
 : 14	4	11	-30	-7	-6	1	-8	3

Compound activity: PubChem BioAssay, several laboratories
